p53 reactivation – mutant p53 re-activation in reporter cells; H1299 p53-A138V BP100-luciferase reporter, luminescence, 24 h; Potency, µM (series often up to 92.2 µM), without a hit: top-dose activity change, positive = activation, usual class: activators; actives 0.063% (n = 320,000); AID 504706; further: potency means the concentration at half of the fitted maximal effect; % of control where 0% means no effect; nearly all actives have a fitted effect of over 45% in size
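p53-null H1299 cells stably carrying temperature-sensitive p53-A138V and a BP100-luciferase reporter were pinned with compounds (4-point, 1:5 series) and held 24 hrs at 37 deg C. Luminescence was read 10 min after detection reagent.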
PKM2 act – activators of human pyruvate kinase M2; P14618; purified PKM2, Kinase-Glo ATP luminescence, activation; response scale: 0% is enzyme alone, no compound; AID 1631; actives 0.34% (n = 260,000); Potency, µM (titrated, usually from 57.5 µM), without a hit: at the top dose activation, hits mostly activators; further: potency means the concentration at half of the fitted maximal effect; on the % scale 0 is the no-effect control and ±100 the full control effect; nearly all actives have a fitted effect of over 55% in size
Target sequence (P14618 whole entry, looked up): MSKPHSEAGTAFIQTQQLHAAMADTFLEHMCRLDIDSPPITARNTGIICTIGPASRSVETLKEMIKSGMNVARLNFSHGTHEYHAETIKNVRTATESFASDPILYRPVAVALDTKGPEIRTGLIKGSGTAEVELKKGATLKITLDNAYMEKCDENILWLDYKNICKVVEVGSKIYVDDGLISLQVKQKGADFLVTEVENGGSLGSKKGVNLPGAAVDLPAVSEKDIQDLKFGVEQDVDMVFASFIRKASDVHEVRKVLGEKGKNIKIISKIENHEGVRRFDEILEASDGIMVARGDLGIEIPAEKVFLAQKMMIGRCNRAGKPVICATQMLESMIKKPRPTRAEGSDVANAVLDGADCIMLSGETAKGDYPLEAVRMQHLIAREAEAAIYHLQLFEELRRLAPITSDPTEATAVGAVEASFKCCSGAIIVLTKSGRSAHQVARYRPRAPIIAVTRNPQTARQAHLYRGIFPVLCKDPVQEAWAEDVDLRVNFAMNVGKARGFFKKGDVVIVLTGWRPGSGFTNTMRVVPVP
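Kinase-Glo luminescence reports ATP generated from ADP (0.1 mM) and PEP (0.5 mM) by purified hPK-M2 after 1 h at room temperature, pH 7.2 imidazole buffer; intermediate enzyme activity allows detecting inhibitors and activators.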
Menin-MLL TR inh – displaces Texas Red mutant MLL peptide from human menin | O00255 | Menin + Texas Red MLL mutant peptide, fluorescence polarization | Potency, µM (series often up to 61.6 µM), without a hit: at the highest dose FP activity change, negative = inhibition, hits mostly inhibitors | actives 0.23% (n = 270,000) | AID 1768; active means well fitted inhibition curve with a large enough effect in the polarisation, with a control signal flat, not every such curve was filed as active; inconclusive means small, poorly fitted or top-dose-only effect, or effect the other way, or a change in a side signal; inactive means no such curve, though single readings can be large or run the other way; the % refers to the polarisation; further: potency means the concentration at half of the fitted maximal effect; % of control where 0% means no effect; many of its hits are not listed in these tables
FLuc modulator – counter-screen for miR-21 project: firefly luciferase inhibitors or activators; P08659; purified FLuc, Km substrates, luminescence inhibition; Potency, µM (titrated, usually from 57.5 µM), without a hit: top-dose activity change, negative = inhibition, hits mostly inhibitors; actives 6.9% (n = 360,000); AID 588342;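 further: potency means the concentration at half of the fitted maximal effect; plate controls were vehicle for no effect and reference inhibitor for full effect; nearly all actives have a fitted effect of over 55% in size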
Target sequence (P08659 whole entry, looked up): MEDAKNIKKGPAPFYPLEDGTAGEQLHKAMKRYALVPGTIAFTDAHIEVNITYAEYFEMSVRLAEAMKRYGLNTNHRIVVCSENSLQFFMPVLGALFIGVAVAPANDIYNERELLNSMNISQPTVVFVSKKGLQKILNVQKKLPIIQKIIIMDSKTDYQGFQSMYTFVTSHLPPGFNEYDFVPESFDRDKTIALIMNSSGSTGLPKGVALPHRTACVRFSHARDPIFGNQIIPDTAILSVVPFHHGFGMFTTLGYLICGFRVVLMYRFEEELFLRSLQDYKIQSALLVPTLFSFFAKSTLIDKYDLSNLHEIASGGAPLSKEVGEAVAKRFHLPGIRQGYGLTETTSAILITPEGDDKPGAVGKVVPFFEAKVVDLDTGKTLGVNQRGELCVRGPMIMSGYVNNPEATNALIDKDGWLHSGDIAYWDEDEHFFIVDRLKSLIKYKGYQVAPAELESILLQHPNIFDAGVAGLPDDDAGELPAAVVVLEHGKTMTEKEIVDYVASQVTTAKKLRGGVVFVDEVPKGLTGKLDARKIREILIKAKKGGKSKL
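Biochemical qHTS of compounds, final roughly 60 µM downward over six points, against 10 nM purified firefly luciferase using Km concentrations of substrates (10 uM D-luciferin, 10 uM ATP) in Tris acetate pH 7.5 buffer; luminescence output.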
Gal4-VP16 FLuc – inhibits Gal4-VP16 luciferase reporter, ROR gamma counter-screen. Potency, µM (doses to about 53.6 µM), for inactives: at the top dose activity, negative = inhibition, usual class: inhibitors. Drosophila S2 Gal4-VP16 UAS-luciferase, luminescence, 20 h. AID 2546. actives 3.5% (n = 310,000);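 further: Gal4-VP16 expression switched on by copper sulfate through the metallothionein promoter; potency means the concentration at half of the fitted maximal effect; on the % scale 0 is the no-effect control and ±100 the full control effect; nearly all actives have a fitted effect of over 50% in size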
NPC1 prom act – activates the NPC1 promoter; Huh7 NPC1 promoter luciferase reporter, 24 h; Potency, µM (doses to about 9.22 µM), inactives show at the highest dose activation, usual class: activators; actives 2.4% (n = 320,000); AID 485313;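 further: potency means the concentration at half of the fitted maximal effect; % of control where 0% means no effect; nearly all actives have a fitted effect of over 60% in size; reporter is driven by a mutant NPC1 promoter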
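Readout is luciferase luminescence, reflecting NPC1 promoter activation in stably transfected Huh7 cells after 24 h compound exposure at 37 °C in reduced-serum medium with 10% FBS.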
BRCA1 expr up – activators of BRCA1 expression; AID 624202; Potency, µM (series often up to 46.1 µM), inactives show at the top dose activation, usual class: activators; actives 1.1% (n = 380,000); MCF7-BRCA1-FFLuc reporter, luminescence, 48 h; response scale: scaled: vehicle 0%, 10 µM genistein 100%; further: potency means the concentration at half of the fitted maximal effect; nearly all actives have a fitted effect of over 80% in size; some results filed as inactive show a strong effect at the top dose
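Compounds are tested at multiple concentrations on MCF7 BRCA1-luciferase reporter cells seeded at 2000 per well; after 48 h, a single luminescence end-point is taken and curves fitted to the normalized data.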
RORg inh – inhibitors of mouse ROR gamma transcriptional activity. P51450. AID 2551. actives 5.4% (n = 310,000). Potency, µM (doses to about 53.6 µM), for inactives: top-dose activity change, negative = inhibition, usual class: inhibitors. Drosophila S2 Gal4-RORgamma UAS-luciferase reporter, 20 h; further: potency means the concentration at half of the fitted maximal effect; on the % scale 0 is the no-effect control and ±100 the full control effect; nearly all actives have a fitted effect of over 60% in size
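Luminescence from a UAS-regulated Photinus luciferase reporter in stably transfected Drosophila Schneider cells is measured; decreased signal marks ROR gamma inhibition. Fusion expression is induced by 700 uM copper sulfate for 20 hr.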
Giardia kill – kills Giardia lamblia | activity change, % at 7.66 µM, hits read low | actives 0.15% (n = 340,000) | Giardia lamblia trophozoite viability | AID 540267; in the data active means activity change below about -80%; inconclusive means between about -30% and that limit;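 further: parasites exposed to compound for two days anaerobically before the ATP read; on the % scale 0 is the no-effect control and ±100 the full control effect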
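Compounds were tested on trophozoites seeded at 100 cells/well and held 48 hrs at 37 deg C anaerobically. An ATP-based luminescent kit measured the remaining live cells.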
Rab9 promoter act – activators of Rab9 promoter; Potency, µM (top dose mostly 9.22 µM), inactives show at the highest dose activation, negative = inhibition, usual class: activators; actives 2.8% (n = 320,000); Huh7 Rab9 promoter-luciferase reporter, luminescence, 24 h; further: potency means the concentration at half of the fitted maximal effect; % of control where 0% means no effect; nearly all actives have a fitted effect of over 60% in size
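Quantitative HTS format; Huh7 Rab9-luciferase reporter cells (1500/well) receive compound 2 h post-plating, incubate 24 h at 37 °C, then get luciferase reagent for 10 min before luminescence reading.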
ELG1 genotox – genotoxicity induction in ELG1-luciferase HEK293T cells; HEK293T ELG1-luciferase reporter, luminescence, 16 h; Potency, µM (series often up to 46 µM), without a hit: top-dose activity change, positive = activation, actives largely listed as activators; actives 1.3% (n = 330,000); AID 504466; further: potency means the concentration at half of the fitted maximal effect; % of control where 0% means no effect; nearly all actives have a fitted effect of over 60% in size
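Screening used a luciferase reporter fused to human ELG1 in HEK293T cells. Luminescence was read on a CCD plate imager after 16 hr exposure and 30 min ONE-Glo incubation.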
An asterisk follows results filed as active; ? = inconclusive; / = no result given; [ ] = another dose, or the depositor's remark. Unless noted, the call rests on the fitted dose curve; in most records, active means well fitted curve in the direction sought with a large enough effect; inconclusive means small, poorly fitted or top-dose-only effect, or another doubt; inactive means no such curve, though single readings can be large; an effect the other way counts as inactive or inconclusive. A portion of the library, so the mix of outcomes need not match the whole.

SMILES	p53 reactivation	PKM2 act	Menin-MLL TR inh	FLuc modulator	Gal4-VP16 FLuc	NPC1 prom act	BRCA1 expr up	RORg inh	Giardia kill	Rab9 promoter act	ELG1 genotox
Cn1c(CNC(=O)CNC(=O)Cc2ccc(F)cc2)cc(=O)n(C)c1=O	-4%	-9%[0.46 µM]	1%	2%	-4%	-5%	13%	-23%	1	0%	1%
COc1ccc(C(=O)NC(C(=O)NCc2ccccc2OC)C(C)C)cc1 (configuration not stated)	-4%	1%	-14%	2%	0%	-2%	-10%	0%	-7	-6%	10%
CCOC(=O)Cc1csc(NC(=O)c2ccc(C)cc2)n1	2%	-3%	-1%	11µM*	-4%	14%	-9%	-14%	5	14%	-4%
O=C(CCc1ccccc1)NNC(=O)Nc1ccc(Cl)cc1	11%	-2%	-15%	-1%	11%	-5%	14%	-23%	2	-1%	0%
COc1cc(/C=N/NC(=O)c2cccnc2)cc(Br)c1O	-2%	7%[11.5 µM]	13%	-19%	-5%	4%	9%	?	-5	-5%	-2%
Cc1ccc(C2CC2c2n[nH]c(=S)n2-c2cccc(Cl)c2)cc1 (configuration not stated)	1%	-3%	-1%	0%	7.1µM*	1%	-36%	2.5µM*	7	-4%	-1%
c1ccc2c(c1)ncn2CCC1CCCCC1	5%	17%	-14%	-14%	-91%	0%	11%	7.9µM*	-3	-1%	-5%
CCn1nc(C)c(NC(=O)c2cc(Br)ccc2Cl)c1C	-2%	0%	5%	2%	-5%	-2%	-27%	-6%	12	0%	-1%
CCOc1ccc(NC(=O)CN(C)C(=O)C2CC2C)cc1OCC (configuration not stated)	2%	/	/	5%	/	-2%	-4%	/	5	-2%	-1%
O=[N+]([O-])c1ccc(COc2cccc(CNc3ccc(Br)cc3)c2)cc1	23%	-8%	?	2%	?	-2%	-37%	?	7	-4%	9%
CCOC(=O)N1CCC(NC(=O)CS(=O)(=O)Cc2nc(-c3cccc(OC)c3)oc2C)CC1	-3%	2%	5%	4%	-9%	3%	-29%	26%	-23	-8%	-4%
COc1ccc(CCN(C)C(=O)CN2C(=O)c3ccccc3S2(=O)=O)cc1OC	11%	-15%	9%	0%	4%	3%	0%	6%	4	-2%	-4%
Cc1nn(Cc2ccccc2)c(C)c1NC(=O)CSc1nnc(-c2cc(Cl)ccc2O)n1C	-14%	-9%	9%	2%	-9%	-1%	-3%	14%	-16	-11%	-7%
COC(=O)c1cc(C)sc1NC(=O)C1CC(=O)NN1Cc1ccccc1 (configuration not stated)	-7%	7%	-2%	-2%	-1%	-4%	-1%	23%	5	2%	-1%
CCOC(=O)CSc1nc(N)c(C#N)c(-c2ccc(OCC)cc2)c1C#N	8%	-9%	28%	-1%	-9%	3%	13%	-10%	11	0%	3%
CCn1c(SCC(=O)Nc2ccc(C(C)=O)cc2)nnc1C1CC1	2%	/	11%	-1%	4%	-3%	21%	14%	-12	1%	2%
CC12CCC(=O)N1C(C(=O)OCC(=O)Nc1sccc1C#N)CS2 (configuration not stated)	2%	2%	-1%	-19%	-4%	-4%	0%	13%[10 µM]	-6	2%	2%
CCC/C(O)=C1\C(=O)CC(C)(C)CC1=NCc1ccccc1	-2%	4%	/	2%	-1%	1%	-19%	42%	13	-11%	-11%
COC(=O)CSc1snnc1-c1ccc(Cl)c(Cl)c1	-10%	0%	37%[activator]	?	0%	-6%	0%	-25%	8	-8%	0%
COCc1ccc([C@@H]2C[C@H]3CN(Cc4cccc(Cl)c4)C(=O)[C@]34CCCN24)o1	-1%	-6%	-13%	-2%	-5%	0%	46%	?	-5	-2%	0%
COc1cc(NC(=S)N2CCN(c3ccccn3)CC2)cc(OC)c1	0%	20%	8%	-15%	?	-3%	1%	11µM*	?	10%	-1%
CN1CCN(/C=N/c2c(C#N)cnn2-c2ccccc2)CC1	-2%	-11%	-17%	1%	1%	0%	-16%	-45%	3	2%	1%
CN(C)S(=O)(=O)c1cccc(COc2ncnc3c(Cl)cc(Cl)cc23)c1	-2%	7%	33%[activator]	0%	-8%	1%	-30%	35%	-26	11%	-10%
O=C1CSC(=S)N1N=C1CCCCCC1	26%	-15%	19%	-1%	13%	4%	-4%	-12%	27	2%	-1%
COC(=O)C1CC(Cl)CN1c1ncc(C(F)(F)F)cc1Cl (configuration not stated)	-1%	-3%	11%	-1%	-5%	-4%	-14%	4%	25	2%	-3%
Cn1c(=O)n(CCc2ccccc2)c2ccccc21	/	1%	-10%	-4%	20%	2%	-32%	-1%[1.91 µM]	1	22%	4%
c1ccc2nc3c(nc2c1)[nH]c1ccccc13	?	-13%	13%	3.8µM*	-8%	3.2µM*	?	?	-24	0.89µM*	9.2µM*
Cc1ccc(S(=O)(=O)NCc2cccnc2)cc1C	/	3%	-2%	-2%	-3%	2%	-3%	20%	-2	-1%	-3%
O=C(O)c1ccc(-c2ccc(O)c(F)c2)cc1	10%	-2%	-3%	?	-10%	2%	0%	0%	22	2%	20%
Cc1c(C(=O)O)cccc1-n1c(C)cc(/C=C(/C#N)C(=O)NCc2ccccc2)c1C	-12%	12%	3%	?	-6%	-5%	-2%	29%	0	-4%	-1%
Cc1ccc(CNC(=O)CCS(=O)(=O)c2cccc3nonc23)cc1	0%	-2%	16%	-2%	1%	0%	-20%	-1%	-7	3%	-2%
CCOC(=O)/C(C#N)=C/N1CCOCC1	2%	3%	/	-3%	-2%	1%	3%	-14%	11	-4%	0%
Cn1c(=O)c2c(nc(CN3CCN(CCO)CC3)n2Cc2ccccc2Cl)n(C)c1=O	/	0%	-2%	5%	1%	1%	-26%	-33%	29	-1%	5%
CN1CCN(c2ccc(S(=O)(=O)N3CCOCC3)cc2)CC1	12%	-2%	/	1%	-11%	4%	4%	-19%	-16	9%	5%
CSc1cccc(NC(=O)c2c(Cl)cnn2C)c1	/	17%	-9%	-15%	4%	/	-10%	?	10	/	/
O=C(NCC1CCCO1)c1cn(Cc2ccccc2)nc1-c1ccc(Cl)cc1 (configuration not stated)	-10%	/	/	1%	/	0%	-26%	/	7	-4%	0%
O=C(CCCOc1cccc(Br)c1)NCCOc1ccccc1	3%	7%	1%	-1%	3%	1%	4%	22%	8	6%	-11%
Cc1nc2ccccc2c(=O)n1/N=C/c1ccc(N(C)C)cc1	?	0%	-8%	?	2%	15%	35%	20%	26	?	6%
Cc1cccc(NS(=O)(=O)c2cccc3nsnc23)c1	-7%	27%	29%	0%	-3%	0%	2%	0%	-4	-5%	2%
CCNc1c([N+](=O)[O-])c(=O)oc2ccccc12	4%	0%	-2%	-3%	9%	-5%	-14%	5%	-13	-7%	-2%
CCc1ccc(OCc2ccc(C(=O)NCc3ccccn3)o2)cc1	?	-3%	-9%	?	-8%[0.365 µM]	?	?	?	-5	?	?
NS(=O)(=O)c1cc(C(=O)OCC(=O)c2ccc3c(c2)OCCO3)ccc1Cl	2%	1%	-2%	0.21µM*	?	2.8µM*	7%	-41%	?	2.8µM*	?
O=C(NCc1ccccn1)c1ccc(OC2CCN(Cc3ccc(CO)o3)CC2)cc1	-2%	-5%	/	4%	-5%	2%	-12%	-17%	-6	14%	-2%
CC(=O)c1c(C)[nH]c(C(=O)NCCN2CCC(C)CC2)c1C	-4%	-2%	5%	0%	2%	-5%	0%	1%	8	27%	-1%
Cc1ccc(S(=O)(=O)N(C)C)cc1NC(=O)COC(=O)C1CCCC1	-4%	/	/	-3%	/	1%	-1%	/	3	-6%	0%
CN(C)/C=N/c1nc(-c2ccc3c(c2)OCO3)cs1	4%	-37%	6%	17µM*	-16%	4µM*	?	18%	-6	3.5µM*	?
O=C(Nc1cccc(C(F)(F)F)c1)Nc1ccon1	-7%	0%	13%	-15%	-15%	-4%	-5%	6%	-2	-5%	-22%
CC(=O)c1ccc(S(=O)(=O)N2CCC(c3nnc(SCCN4CCCC4)n3C)CC2)cc1	-3%	4%	8%	0%	7%	-1%	-9%	-2%	-15	0%	-8%
COc1cc(C2CC(=O)Oc3c2c(=O)n(C)c2ccccc32)cc(OC)c1OC (configuration not stated)	2%	7%	8%	0%	-10%	-3%	-5%	-5%	12	-1%	3%
O=C(CC(C(=O)N1CCc2ccccc21)n1ccnc1)N1CCc2ccccc2C1 (configuration not stated)	3%	-7%	-23%	-1%	-13%	-4%	-37%	-20%	3	0%	3%
Cc1ccc(NC(=O)c2ccc(S(=O)(=O)N3CCCCCC3)cc2)nc1	12%	/	/	?	/	3%	5%	/	10	8%	-3%
